NCI-60 one-dose screen, 48 h, at 10 µM unless noted. Numbers give growth in % (100 = growth as untreated, 0 = no growth, -100 = all killed).
A498: A498 renal cancer cells | AID 1794774 | actives 5.4% (n = 76,000)
PC-3: PC-3 prostate cancer cells; actives 3.9% (n = 80,000); AID 1794754
TK-10: TK-10 renal cancer cells | actives 3.9% (n = 81,000)
786-0: 786-0 renal cancer cells; actives 5.1% (n = 81,000); AID 1794775
UO-31: UO-31 renal cancer. actives 5.2% (n = 81,000)
SN12C: SN12C renal cancer cells; actives 3.8% (n = 81,000); AID 1794767
RXF 393: RXF 393 renal cancer cells; AID 1794773; actives 6.9% (n = 77,000)
ACHN: ACHN renal cancer; actives 4.9% (n = 81,000)
CAKI-1: CAKI-1 renal cancer. actives 4.7% (n = 75,000). AID 1794772
Starred values were filed as active, the others as inactive; . = not tested or not shown; & = joins results of further samples. The calls were made as follows: active = growth percent below 10; inactive = the rest.

SMILES | A498 | PC-3 | TK-10 | 786-0 | UO-31 | SN12C | RXF 393 | ACHN | CAKI-1
O=C(NC1CCCCC1)c1ccccc1Cl | 96 | 105 | 99 | 102 | 93 | 96 | . | 111 | 103
O=C(CSc1nnc(NC(=O)CCl)s1)Nc1ccc2oc(=O)ccc2c1 | 79 | 87 | 99 | 100 | 83 | 100 | 93 | 109 | .
Cc1[nH]c2ncnc(Nc3ccc(C(=O)Nc4ccc(Cl)cc4)cc3)c2c1C | 102 | 104 | 109 | 101 | 100 | 100 | 109 | 107 | .
CC1(C)CC[C@]23CC[C@]4(C)[C@H](CC[C@@H]5[C@@]6(C)CC[C@H](OCCC#N)C(C)(C)[C@@H]6CC[C@]54C)[C@H]2[C@H]1OC3=O | 106 | 90 | 104 | 95 | 87 | 96 | 97 | 101 | .
Fc1ccc(Cn2cc(CSc3nc4ccccc4s3)nn2)c(F)c1 | 92 | 91 | 94 | 102 | 74 | 96 | 99 | 103 | 78
C/C(=N\N=C\c1ccc(Cl)cc1)c1nnn(-c2ccc(Cl)cc2)c1C | 84 | 95 | 91 | 96 | 88 | 101 | 109 | 99 | 85
COc1cc(/C=N/NC(=O)c2cnn3c2NC(c2ccccc2)C3)ccc1OC1CCCC1 (configuration not stated) | . | 10 | 60 | 9.0* | 33 | 46 | -28* | 36 | 32
N#CCc1nn(-c2ccccc2)c(N)c1C#N | 106 | 95 | 104 | 102 | 77 | 99 | 132 | 82 | 73
COc1cccc(C/C(=N/O)c2cccc(OC)c2)c1 | . | 86 | 101 | 103 | 76 | 90 | 103 | 96 | 72
C(=C\c1ccncc1)/c1ccccc1 | 74 | 100 | 107 | 103 | 84 | 93 | 107 | 100 | 91
CN(C)CCC(O)(Cc1ccccc1)c1ccccc1 (configuration not stated) | 185 | 93 | 94 | 105 | 88 | 105 | 117 | 101 | 84
O=C(O)c1cccc([N+](=O)[O-])c1C(=O)O | . | 96 | 96 | 89 | 89 | 102 | 109 | 105 | 101
CC(=O)O[C@H]1[C@H](O[C@H]2[C@@H](O)C[C@@]3(C)[C@@H](CC[C@]4(C)[C@@H]3CC=C3[C@@H]5CC(C)(C)CC[C@]5(C(=O)O[C@H]5OC[C@@H](O)[C@H](O[C@@H]6O[C@@H](C)[C@H](O[C@@H]7OC[C@@H](O)[C@H](O)[C@H]7O[C@@H]7O[C@@H](C)[C@H](O)[C@@H](O[C@@H]8OC[C@](O)(CO)[C@H]8O)[C@H]7O)[C@@H](O)[C@H]6O)[C@H]5O)[C@H](O)C[C@]34C)[C@]2(C)C(=O)O)O[C@H](CO)[C@@H](O[C@@H]2O[C@H](CO)[C@@H](O)[C@H](O)[C@H]2O)[C@@H]1O | 104 | 87 | 93 | 89 | 72 | 99 | 90 | 104 | 94
CC[C@H](CC[C@@H](C)[C@H]1CC[C@H]2[C@@H]3CC[C@H]4C[C@@H](O)CC[C@]4(C)[C@H]3CC[C@]12C)C(C)C | 94 | 102 | 95 | 97 | 91 | 106 | 114 | 105 | .
COc1cc(/C=N/n2c(CN3CCCC3)nc3ccccc3c2=O)cc(OC)c1OC | 80 | 103 | 94 | 101 | 84 | 103 | 102 | 99 | 96
Cc1cc(=O)[nH]c(N/N=C2/CCCCC2C)n1 (configuration not stated) | 106 | 99 | 102 | 104 | 97 | 108 | 123 | 114 | 119
Cc1ccc2c(c1)=NC(=O)/C(=C\c1sc(=O)[nH]c1O)C=2 | . | 95 | 102 | 84 | 72 | 99 | 116 | 95 | 88
C/C(=C(/c1ccccc1)c1ccc(N2C(=O)c3cccc4c(NCc5ccccc5)ccc(c34)C2=O)cc1)c1ccccc1 | 107 | 82 | 145 | 103 | 69 | 92 | 112 | 95 | 84
Oc1cccc(-c2nc(-c3n[nH]c(=S)n3-c3ccccc3)cc3c2[nH]c2ccccc23)c1 | -15* | 30 | 48 | 18 | 50 | 45 | -16* | 53 | 65
COc1ccc(OC)c(/C=C/c2ccc([N+](=O)[O-])cc2)c1 | 84 | 81 | 148 | 113 | 56 | 82 | 92 | 94 | 92
COc1ccc(C2=NN(C=O)C(c3ccc(Cl)cc3)C2)cc1S(=O)(=O)NNC(=O)c1ccncc1 (configuration not stated) | 94 | 97 | 100 | 102 | 83 | 104 | 107 | 100 | 93
COc1cc(/C=C/C(=O)c2ccc(NC(=O)N3CCN(c4cc5c(cc4F)c(=O)c(C(=O)O)cn5C4CC4)CC3)cc2)cc(OC)c1OC | . | 79 | 112 | 85 | 77 | 70 | 72 | 97 | 87
CC1(C)O[C@@H]2CC3C4CCC5=CC(=O)C=C[C@]5(C)C4[C@@H](O)C[C@]3(C)[C@]2(C(=O)CO)O1 (some centres not stated) | 84 | 97 | 117 | 111 | 86 | 67 | 119 | 95 | 86
O=C(Nc1ccccc1-c1nn(CN2CCNCC2)c(=S)n(CN2CCNCC2)c1=O)C(F)(F)F | 93 | 83 | 138 | 103 | 74 | 99 | 101 | 97 | 94
O=C1c2ccccc2C(=O)c2c(N=Nc3[nH]c(=S)[nH]c3O)cccc21 | -6.1* | . | 54 | 23 | 27 | 35 | -22* | 41 | 21
CC(=O)Nc1c(C#N)cnc2ccc3oc(=O)ccc3c12 | 94 | 100 | 100 | 103 | 83 | 100 | 110 | 112 | 101
O=C1/C(=C/c2ccc(OCc3ccc(Cl)cc3)cc2)N=C2SCCCN12 | 108 | 69 | 109 | 100 | 87 | 101 | 106 | 108 | 95
CCNc1nc2ncnc(NCC)c2[nH]1 | 77 | 99 | 102 | 94 | 87 | 97 | 95 | 106 | 91
CCCCC(CC)CN(CC)CC (configuration not stated) | 102 | 95 | 108 | 108 | 79 | 107 | 113 | 111 | 98
COc1ccc2[nH]c(O)c(N=NC(=O)c3ccc(S(C)(=O)=O)cc3)c2c1 | 91 | 109 | 112 | 101 | 97 | 112 | 111 | 111 | 107

Part of the list above with just RXF 393, A498 and PC-3:
Compound	RXF 393	A498	PC-3
CC(=O)Nc1c(C#N)cnc2ccc3oc(=O)ccc3c12	110	94	100
O=C(Nc1ccccc1-c1nn(CN2CCNCC2)c(=S)n(CN2CCNCC2)c1=O)C(F)(F)F	101	93	83
Cc1[nH]c2ncnc(Nc3ccc(C(=O)Nc4ccc(Cl)cc4)cc3)c2c1C	109	102	104
Fc1ccc(Cn2cc(CSc3nc4ccccc4s3)nn2)c(F)c1	99	92	91
O=C(O)c1cccc([N+](=O)[O-])c1C(=O)O	109	.	96
O=C(NC1CCCCC1)c1ccccc1Cl	.	96	105
Cc1ccc2c(c1)=NC(=O)/C(=C\c1sc(=O)[nH]c1O)C=2	116	.	95

Following part.
SMILES | A498 | PC-3 | TK-10 | 786-0 | UO-31 | SN12C | RXF 393 | ACHN | CAKI-1
COc1cc2c(=O)n(C)c3c4cc5c(cc4ccc3c2cc1OC)OCO5 | 67 | 59 | 85 | 91 | 48 | 99 | 118 | 67 | 50
CCCCCCCCCCCCCCCCCCOC(C)=O | 108 | 99 | 107 | 105 | 89 | 101 | 116 | 108 | 100
COc1cccc(/C=C2\Cc3c(Br)cccc3C2=O)c1OC | 108 | 89 | 108 | 96 | 77 | . | 98 | 82 | 81
Cc1cccc2c(=O)c3c(sc12)c(NCCCNCCO)nc1ccccc13 | . | 44 | 49 | 53 | 35 | 45 | 43 | 9.9* | 25
COc1ccc(-c2cc3c(cc2O)CC[C@@H]2[C@@H]3CC[C@]3(C)[C@@H](O)CC[C@@H]23)cc1 | 83 | 68 | 123 | 89 | 77 | 49 | 83 | 84 | 91
C=CCOC(=O)CCC(C)(CCC(=O)OCC=C)C(C)=O | 106 | 98 | 95 | 99 | 74 | 109 | 115 | 102 | 88
Cc1c(Cl)cccc1C(=O)Nc1nc2c(s1)CN(C(=O)Nc1ccccc1C(F)(F)F)CC2 | 113 | 95 | 105 | 99 | 76 | 97 | 97 | 94 | 85
O=C(O)/C=C(\c1nc2ccccc2[nH]1)c1cc(Cl)ccc1O | 93 | 81 | 131 | 115 | 68 | 102 | 86 | 100 | .
COc1cccc(CC(C)=C(c2ccc(OCCN3CCCCC3)cc2)c2ccc(OCCN3CCCCC3)cc2)c1 | 8.4* | 19 | 32 | -84* | -92* | -42* | -86* | -88* | -47*
O=C(Cc1ccccc1)Nc1cn(-c2ccccc2)[nH]c1=O | . | 94 | 116 | 107 | 94 | 105 | 126 | 104 | 94
CCOC(=O)CC(C#N)(CC(=O)OCC)C(=O)OCC | . | 89 | 139 | 104 | 96 | 95 | 100 | 107 | 99
CC(C)CCC[C@@H](C)[C@H]1CC[C@H]2[C@@H]3CC=C4c5sc(N)nc5CC[C@]4(C)[C@H]3CC[C@]12C | 70 | 85 | 94 | 97 | 79 | 99 | 112 | 97 | 91
Oc1ccccc1C=Nc1ccc(N2CCN(c3ccccc3)CC2)cc1 | 99 | 78 | 94 | 94 | 86 | 102 | 98 | 73 | 92
O=c1oc2ccccc2cc1-c1csc(N2N=C(c3ccc(Cl)cc3)CC2c2ccccc2)n1 (configuration not stated) | 133 | 97 | 134 | 94 | 69 | 101 | . | 106 | 93
Clc1ccc(Cn2cc(-c3nc4ccc(Br)nc4n3Cc3ccc(Cl)cc3)c3cccnc32)cc1 | 76 | 66 | 112 | 91 | 52 | 87 | 83 | 75 | 82

The closing 2 records of the part above are carried over, then new ones follow:
SMILES | A498 | PC-3 | TK-10 | 786-0 | UO-31 | SN12C | RXF 393 | ACHN | CAKI-1
O=c1oc2ccccc2cc1-c1csc(N2N=C(c3ccc(Cl)cc3)CC2c2ccccc2)n1 (configuration not stated) | 133 | 97 | 134 | 94 | 69 | 101 | . | 106 | 93
Clc1ccc(Cn2cc(-c3nc4ccc(Br)nc4n3Cc3ccc(Cl)cc3)c3cccnc32)cc1 | 76 | 66 | 112 | 91 | 52 | 87 | 83 | 75 | 82
CCN(CC)CCNC(=O)C(Cl)=C1C(Cl)=C(Cl)C(Cl)=C1Cl | 72 | 56 | 59 | 90 | 44 | 48 | 67 | 49 | 6.1*
c1csc(-c2cnc3nonc3n2)c1 | 88 | 66 | 128 | 101 | 66 | 87 | 117 | 86 | 90
CCOC(=O)CSC1=NCCN1 | 80 | 95 | 100 | 104 | 95 | 96 | 104 | 111 | 107
CCNc1ccc2nc3c4ccccc4c(=Nc4ccncc4)cc-3oc2c1 | 76 | 59 | 93 | 79 | 46 | 78 | 65 | 72 | 68
OCC(c1ccccc1)[n+]1ccccc1 (configuration not stated) | 132&90 | 70&90 | 96&106 | 95&96 | 90&89 | 97&96 | 110&110 | 103&100 | 100&104
C=Cc1c(Cl)cccc1Cl | 96 | 117 | 111 | 96 | 91 | 118 | 110 | 108 | 109
CCCCCCCCCCCCCCCC(=O)N1CCN(C)CC1 | 92 | 69 | 74 | 86 | 41 | 75 | 77 | 82 | 70
NNC(=O)C(=O)N=Cc1ccc([N+](=O)[O-])o1 | 101 | 90 | 98 | 108 | 74 | 115 | 118 | 103 | 109
CC(=O)c1ccc(NC(=O)CSc2nc3ccc([N+](=O)[O-])cc3[nH]2)cc1 | 89 | 101 | 111 | 98 | 74 | 94 | 106 | 101 | 84
O=C(Nc1ccc(-c2cc(C(=O)Nc3ccccn3)c3ncccc3n2)cc1)Nc1cc(C(F)(F)F)cc(C(F)(F)F)c1 | 58 | 43 | 80 | 50 | 76 | 90 | 21 | 56 | 67
CCO/C=N/C1=C(C#N)C(c2ccc(Cl)cc2)c2sc3c(F)cccc3c2O1 (configuration not stated) | 56 | 67 | 88 | 72 | 66 | 80 | 77 | 92 | 41
C[C@@H](C[C@H](CCOC(=O)N(C)C)c1ccccc1)c1ccoc1 | 80 | 93 | 100 | 101 | 88 | 102 | 106 | 104 | 86
CC(CCC(C)[n+]1ccc2ccccc2c1)[n+]1ccc2ccccc2c1 (configuration not stated) | 110 | 66 | 96 | 94 | 88 | 95 | 119 | 106 | 95
Cc1ccc(-c2csc(C3=C(O)CN(NC(=O)c4ccoc4C)C3=N)n2)cc1 | 116 | 76 | 108 | 99 | 95 | 95 | 99 | 108 | 107
COc1ccc(CSc2nc3ccc(Cl)cc3c(=O)n2-c2ccccc2)cc1 | 88 | 95 | 111 | 105 | 79 | 96 | 102 | 102 | 98
CC(C)(C)CC(C)(C)N1CN(C(C)(C)CC(C)(C)C)CP(c2ccccc2)C1 | 67 | 103 | 90 | 100 | 93 | 100 | 102 | 102 | 93
CS(=O)(=O)c1ccc(-c2nc3ccccn3c2/C=N/Nc2ccccc2)cc1 | 78 | 72 | 76 | 75 | 81 | 86 | 103 | 82 | 56
CCCCCCCCCCCC(C)=O | 113 | 105 | 108 | 105 | 84 | 104 | 95 | 100 | 115
CNC(=O)CCN1C(=O)/C(=C/c2ccc(O)cc2)SC1=S | 73 | 101 | 106 | 100 | 77 | 88 | 106 | 99 | 97
COc1cc(C2CC(=O)Nc3c2c(C)nn3-c2ccc(Cl)nn2)cc(OC)c1O (configuration not stated) | 82 | 95 | 85 | 100 | 85 | 99 | . | 101 | 82
COc1cccc(C(=O)NCCNc2cc(-c3cn(-c4ccccc4)nc3-c3cccc(OC)c3)ccn2)c1 | 59 | 25 | 80 | 51 | 40 | 74 | 74 | 70 | 69
CNC(=O)N1N=C(c2ccc(N)cc2)c2cc3c(cc2C(C)C1=O)OCO3 (configuration not stated) | 108 | 105 | 102 | 104 | 93 | 111 | 113 | 109 | 91

Some of the entries so far, with values under each structure.
Screens in order – A498	PC-3	TK-10	786-0	UO-31	SN12C	RXF 393	ACHN	CAKI-1
CC(C)(C)CC(C)(C)N1CN(C(C)(C)CC(C)(C)C)CP(c2ccccc2)C1
→ 67	103	90	100	93	100	102	102	93
CS(=O)(=O)c1ccc(-c2nc3ccccn3c2/C=N/Nc2ccccc2)cc1
→ 78	72	76	75	81	86	103	82	56
CCCCCCCCCCCC(C)=O
→ 113	105	108	105	84	104	95	100	115

Source: PubChem BioAssay (NCI)
